tim23-1 inh = growth inhibitors of tim23-1 mutant yeast, primary screen, luminescence, uHTS; S. cerevisiae tim23-1 growth, BacTiter-Glo luminescence, 24 h; inhibition, % at 20 µM; actives 1.3% (n = 330,000); AID 463212, 2010;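 active = growth inhibition of the mutant yeast at or above 50%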;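 note: temperature-sensitive mutant grown at 25 °C; plate controls were DMSO-treated mutant yeast for no effect and medium wells lacking yeast for full effect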
CHOP UPR activ = activators of apoptotic CHOP UPR arm, primary screen, cell-based, CHO-CHOP luciferase reporter, luminescence, uHTS | UPR activation; percent of tunicamycin response over DMSO baseline | actives 0.34% (n = 330,000) | activation, % at 10 µM;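 active = at 10 µM dose, activation of 40% or more, normalized to positive control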;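 note: 100% = tunicamycin at 10 µg/mL and 0% = DMSO alone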
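Material: CHO-CHOP cells, stable luciferase reporter of PERK-eIF2a-CHOP signalling; quantity: 500 reporter cells seeded per well; buffer or medium: F12 medium containing 10% fetal bovine serum; compound: one dose, 10 µM in 0.5% DMSO; incubation: 6 h compound treatment, 37 °C; measured by: Steady-Glo luciferase luminescence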
Mdm2 MdmX PPI = inhibitors of human Mdm2-MdmX association, primary screen, cell-based, luminescence, split luciferase, SaOS-2, uHTS; Protein Mdm4 (Homo sapiens) + E3 ubiquitin-protein ligase Mdm2 (Homo sapiens), …; SaOS-2 split-luciferase Mdm2/MdmX complementation; inhibition, % at 8 µM; actives 3% (n = 330,000); AID 485346, 2010;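 active = inhibition of at least 50% at 8 µM in the primary screen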
Target sequence (O15151 whole entry, looked up): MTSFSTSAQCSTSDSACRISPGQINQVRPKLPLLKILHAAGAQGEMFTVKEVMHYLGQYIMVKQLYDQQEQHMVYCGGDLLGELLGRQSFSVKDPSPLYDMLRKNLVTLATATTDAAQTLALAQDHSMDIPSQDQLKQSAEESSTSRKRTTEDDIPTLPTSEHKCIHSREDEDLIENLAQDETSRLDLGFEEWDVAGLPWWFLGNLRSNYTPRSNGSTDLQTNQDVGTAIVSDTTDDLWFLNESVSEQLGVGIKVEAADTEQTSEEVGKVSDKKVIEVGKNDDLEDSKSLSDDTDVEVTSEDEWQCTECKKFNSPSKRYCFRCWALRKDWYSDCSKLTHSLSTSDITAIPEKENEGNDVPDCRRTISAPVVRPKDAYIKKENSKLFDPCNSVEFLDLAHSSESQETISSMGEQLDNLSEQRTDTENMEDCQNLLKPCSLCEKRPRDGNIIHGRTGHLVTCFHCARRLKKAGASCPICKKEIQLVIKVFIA
Target sequence (Q00987 whole entry, looked up): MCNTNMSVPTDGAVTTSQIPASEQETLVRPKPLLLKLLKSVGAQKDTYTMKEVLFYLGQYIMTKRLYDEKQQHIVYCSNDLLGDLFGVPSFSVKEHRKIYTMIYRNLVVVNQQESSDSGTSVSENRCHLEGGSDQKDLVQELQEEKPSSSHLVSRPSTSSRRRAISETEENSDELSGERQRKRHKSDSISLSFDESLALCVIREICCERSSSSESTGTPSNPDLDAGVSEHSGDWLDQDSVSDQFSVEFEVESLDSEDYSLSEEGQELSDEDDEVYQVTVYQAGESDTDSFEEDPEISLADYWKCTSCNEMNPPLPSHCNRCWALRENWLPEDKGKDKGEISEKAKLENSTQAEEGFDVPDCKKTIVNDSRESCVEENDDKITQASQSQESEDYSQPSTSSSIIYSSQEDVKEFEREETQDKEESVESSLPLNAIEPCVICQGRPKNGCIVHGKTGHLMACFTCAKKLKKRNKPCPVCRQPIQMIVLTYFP
APJ antag = antagonists of human apelin receptor APJ, primary screen, CHO-K1 cells, beta-arrestin complementation, luminescence | actives 0.32% (n = 330,000) | P35414 | inhibition, % at 20 µM;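 active = inhibition above about 40% at 20 µM, limit read from the data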;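 note: cells challenged with 10 nM apelin-13 agonist together with compound; plate controls were apelin-13 plus DMSO wells for no effect and DMSO wells lacking apelin-13 for full effect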
TIM10 inh = growth inhibitors of isogenic TIM10 control yeast, primary screen, counter-screen for tim10-1 yeast inhibitor project, luminescence, uHTS; inhibition, % at 10 µM; S. cerevisiae TIM10 strain growth, BacTiter-Glo luminescence, 24 h; actives 1.4% (n = 330,000);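 active = inhibition of 40% or more at the single tested concentration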;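 note: wild-type TIM10 isogenic control strain grown at permissive 25 °C; 0% = DMSO yeast wells and 100% = minimal medium wells without yeast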
CXCR6 inh = CXCR6 receptor inhibitors, primary screen, cell-based, beta-arrestin, luminescence, CHO-K1 PathHunter, 1536-well; C-X-C chemokine receptor type 6 (Homo sapiens), O00574; inhibition, % at 20 µM; actives 0.36% (n = 360,000); in the data active = inhibition above about 34%, passing the limit was not always enough;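 note: antagonist mode with CXCL16 agonist at 10 nM final; 0% = 10 nM CXCL16 with DMSO and 100% = unstimulated wells without agonist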
XBP1 UPR activ = activators of adaptive XBP1 UPR arm, primary screen, cell-based, CHO-XBP1 luciferase reporter, luminescence, uHTS. IRE1-XBP1 UPR activation; percent of tunicamycin response, DMSO as zero. activation, % at 20 µM. AID 463104, 2010. actives 0.33% (n = 330,000);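 active = versus positive control, 20 µM dose yields 30% or more activation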;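 note: 100% = tunicamycin at 10 µg/mL and 0% = DMSO only wells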
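Assay system: CHO-XBP1 luciferase reporter cells; Schedule: 6 h treatment, 37 °C; Detection: glow luminescence from Steady-Glo reagent; Benchmarks: high control tunicamycin 10 µg/mL final, low control DMSO vehicle only.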
APJ ag = agonists of human apelin receptor APJ, primary screen, CHO-K1 cells, PathHunter beta-arrestin, luminescence. actives 0.11% (n = 330,000). activation, % at 20 µM. P35414. 0% DMSO wells, 100% apelin;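 active = activation more than six SD over the plate average, tested at 20 µM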;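 note: 0% = DMSO alone and 100% = apelin-13 at 10 nM; some results filed as inactive read as strong as hits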
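Assay system: engineered CHO-K1 APJ arrestin reporter cells; Amount: 1000 CHO-K1 reporter cells seeded per well; Dosing: one dose, 20 µM compound, 1% DMSO; Times: compound stimulation 90 min at 25 °C, detection 60 min; Measured by: luminescent beta-gal fragment complementation, chemiluminescent substrate; Read-out: APJ–arrestin association signal; Controls: DMSO vs Apelin-13 10 nM.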
tim10-1 inh = growth inhibitors of tim10-1 mutant yeast, primary screen, luminescence, uHTS. S. cerevisiae tim10-1 ts strain growth, BacTiter-Glo, 24 h. inhibition, % at 20 µM. actives 2.2% (n = 330,000). AID 463190, 2010;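 active = inhibition of at least 40%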;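 note: mutant grown at 25 °C; 0% = DMSO wells with yeast and 100% = wells holding no yeast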
* = called active by the depositor. A portion of the library, so the mix of outcomes need not match the whole.

Order of results – Mdm2 MdmX PPI, tim23-1 inh, CXCR6 inh, APJ ag, tim10-1 inh, APJ antag, CHOP UPR activ, XBP1 UPR activ, TIM10 inh
#1 O=C(COC(=O)Cc1ccccc1F)Nc1cccc(S(=O)(=O)NC2=NCCCCC2)c1
  -12, 1, 5, -3, -1, -5, 1.7, -2, 8
#2 CCCCOc1ccc(/C=C/C(=O)Nc2ccc(C(N)=O)cc2)cc1
  -2, 3, 1, -2, 1, -15, -0.3, -4, -22
#3 Cc1ccccc1C(=O)Nc1cccc(NC(=O)c2ccc(-c3ccc(Br)cc3)o2)c1
  31, 11, 1, -2, -3, -8, 2.2, -1, 23
#4 S=C(NCc1cccnc1)Nc1ccc(Oc2ccc(Cl)cc2)cc1
  7, 29, 1, 7, 32, -4, -0.3, -1, 29
#5 CC(C)OP(=O)(OC(C)C)C(Nc1cccc(C(=O)O)c1)c1ccccc1 (stereo not drawn)
  3, 5, 2, -1, 9, -12, 2.6, -1, -21
#6 O=C1/C(=C/c2ccco2)SC(=S)N1CCC(=O)N1CCCCC1CCO (stereo not drawn)
  46, 19, 4, -2, 14, -35, 3.1, -5, 0
#7 CCOC(=O)Cn1c(N2CCOCC2)nc2c1c(=O)[nH]c(=O)n2C
  14, -7, -1, -3, -3, 26, -0.3, -3, -2
#8 CCCOC(=O)CSC1=C(C#N)C(c2ccccc2Cl)CC(=O)N1 (stereo not drawn)
  15, 23, 2, -2, 15, -34, -1.3, 1, -14
#9 CN1CCN(c2ccc([N+](=O)[O-])cc2C(=O)c2ccc(Br)cc2)CC1
  54*, 11, -2, -4, 34, 8, -2.6, 2, 17
#10 O=C1c2ccccc2C(=O)C1c1nccc2ccccc12
  67*, 21, 8, -4, 6, 26, -8.2, -12, 49*
#11 CCOC(=O)C1CCN(C(=O)Cn2nc(C)n3cccc3c2=O)CC1
  -14, 4, -1, 3, -3, 21, -1.5, -2, 4
#12 Cc1ccccc1NC1(C#N)C(=O)Nc2ccccc21 (stereo not drawn)
  -1, -2, 8, -7, 7, 20, 0.2, -1, 6
#13 CC(C)C(CCNC(=O)CN1C(=O)c2ccccc2C1=O)c1ccco1 (stereo not drawn)
  20, 22, 8, 0, 13, 2, -1.2, 0, 5
#14 COC(=O)c1ccc(C)c(NC(=O)CCc2ccc(OC)cc2)c1
  -38, 8, 3, -2, 0, 0, -1.0, -2, -5
#15 Cc1[nH]ccc(=O)c1OCc1ccc(Cl)cc1
  0, 12, -2, 5, -4, -7, 0.0, -1, 0
#16 CCc1cccc2sc(N3CCN(C(=O)c4ccc([N+](=O)[O-])o4)CC3)nc12
  94*, 8, -18, 29, 79*, -67, 157*, -3, 58*
#17 CC1CCCC(NC(=O)COC(=O)COc2ccc(Br)cc2)C1C (stereo not drawn)
  10, 12, 7, 2, 6, 8, -0.7, -1, 2
#18 COC(=O)c1c(NC(=O)CC2SC(N)=NC2=O)sc(C)c1C (stereo not drawn)
  11, -12, 2, -2, 14, 1, 1.6, 1, 4
#19 O=C(Nc1ccc([N+](=O)[O-])cc1)Nc1ccc2c(c1)OCCO2
  -177, -6, 4, -5, 1, 16, 5.1, 0, 0
#20 O=C(c1cc(-c2cccc3ccccc23)nc2ccccc12)N1CCN(CCO)CC1
  -11, -10, -6, 2, -29, -14, 1.1, -1, 8

Overlap with the part before: two entries; new compounds follow.
Order of results – Mdm2 MdmX PPI, tim23-1 inh, CXCR6 inh, APJ ag, tim10-1 inh, APJ antag, CHOP UPR activ, XBP1 UPR activ, TIM10 inh
#19 O=C(Nc1ccc([N+](=O)[O-])cc1)Nc1ccc2c(c1)OCCO2
  -177, -6, 4, -5, 1, 16, 5.1, 0, 0
#20 O=C(c1cc(-c2cccc3ccccc23)nc2ccccc12)N1CCN(CCO)CC1
  -11, -10, -6, 2, -29, -14, 1.1, -1, 8
#21 COc1cc(CNCCCN2CCOCC2)cc(Br)c1OCc1ccc(Cl)cc1
  69*, -116, 4, -2, -25, 24, 4.7, 9, -2
#22 O=C(CCc1c[nH]c2ccccc12)N1CCN(c2ccc(O)cc2)CC1
  16, -3, -9, 0, 18, -7, -0.6, 2, 4
#23 COc1ccc(CC(=O)NC(C)C2COc3ccccc3O2)cc1OC (stereo not drawn)
  -9, 1, -4, -4, 0, -10, -0.3, -6, 9
#24 CC1CCN(S(=O)(=O)c2ccc3c(c2)c(=O)c(C(=O)NCc2cccs2)cn3C)CC1
  21, 0, 8, -3, -14, 7, 1.9, -3, -6
#25 O=C(CSc1ccccc1C(=O)O)NC12CC3CC(CC(C3)C1)C2
  -13, 9, -7, -4, 1, -13, 0.2, 0, -10
#26 O=C(NCc1ccccc1)C1CCC(=O)N(CCCN2CCCC2=O)C1 (stereo not drawn)
  10, 16, -1, 2, -1, 12, 0.2, 1, 12
#27 CC(C)CNC(=O)CCCSc1nc2ccccc2[nH]1
  12, -5, -1, -3, 11, 3, 0.0, 1, -2
#28 O=C(O)c1c(C(=O)N2N=C3/C(=C/c4ccccc4)CCCC3C2c2ccccc2)cccc1[N+](=O)[O-] (stereo not drawn)
  3, 5, -1, -1, 18, -10, 0.4, -1, 0
#29 CS(=O)(=O)N(CC(=O)N1CCOCC1)c1ccccc1Br
  7, 9, 0, 0, 0, 5, 0.4, -1, -4
#30 C=CCc1cc(Cl)ccc1OCCCn1ccnc1
  14, -13, 5, -4, -52, 0, -1.6, -1, 12
#31 O=c1[nH]c(N2CCCCC2)nc2ncn(Cc3ccccc3)c12
  -8, 0, -3, -4, -4, 11, 0.2, -1, -9
#32 COc1ccc(/C=C/C(=O)OCC(=O)c2ccc[nH]2)cc1
  20, -8, 6, -4, -1, -62, 2.9, 3, -13
#33 COc1cc(C=O)ccc1OCCOCCOc1ccc(Cl)cc1
  13, 7, -6, -1, 18, 5, 1.3, -1, -12
#34 COc1cc(CC(=O)OCC(=O)Nc2ccc(S(=O)(=O)N3CCCC3)cc2)cc(OC)c1OC
  2, 16, -1, -2, 15, 7, -1.3, -2, -1
#35 O=C(COc1ccccc1)NCC(c1ccco1)N1CCN(c2ccccc2)CC1 (stereo not drawn)
  -7, 33, 3, 4, 36, 9, -0.1, 0, 18
#36 CCCCC(Br)C(=O)Nc1ccc(S(=O)(=O)Nc2cc(C)nc(C)n2)cc1 (stereo not drawn)
  13, 4, -18, 2, 12, -33, -1.6, -1, -7
#37 COc1ccc(-c2ccc3oc(-c4ccc(OC)cc4)c(C#CCO)c3c2)cc1
  88*, 0, -9, -2, 12, 12, 1.3, 2, 1
#38 COC(=O)c1ccc(C(=O)N(Cc2ccccc2)c2ccccc2)cc1
  47, 16, 13, -2, 15, 11, -0.2, -4, 46*
#39 COc1c(C)cc(C(=O)C2CCCN(C(=O)Cn3nc(C)nc3C)C2)cc1C (stereo not drawn)
  -7, 8, 4, -3, 12, 2, 0.4, -6, 1
#40 COc1ccccc1C(=O)NCCC(=O)N1CCCC(C(F)(F)F)C1 (stereo not drawn)
  -6, 3, 4, -1, -7, -4, -0.2, 0, -3
#41 COc1cccc(CN(CC(=O)NC2CCCC2)C(=O)CCC(=O)Nc2cc(C)on2)c1
  6, 16, 0, 0, 4, -7, -0.3, 0, 3
#42 CCc1ccc(N(C(=O)CNC(=O)c2ccco2)C(C(=O)NCC2CCCO2)c2ccccc2)cc1 (stereo not drawn)
  10, 7, -2, -1, 6, -22, -2.1, -5, -6
#43 O=C(OCc1nnc(-c2ccccc2)o1)c1cccc(-n2cnnn2)c1
  13, 15, 0, -5, 2, -9, 2.5, 0, -1
#44 CN(C)CCCNC(=O)c1ccc(Cl)c(S(=O)(=O)N(C)c2ccccc2)c1
  11, 6, 0, 0, 3, 7, -1.3, -5, -15
#45 O=C(NCC1CCCO1)C1CCN(S(=O)(=O)c2ccccc2)CC1 (stereo not drawn)
  11, 14, 3, -1, 6, -16, 2.8, 1, 5
#46 CC1(C)CC(=O)c2cc(OCC(=O)O)ccc2O1
  -3, 5, -2, -2, 16, 8, 0.7, 0, -11
#47 Nc1cc2c([N+](=O)[O-])cccc2o1
  15, 14, 13, -3, 0, 27, 2.1, 0, -9
#48 Cc1ccc(S(=O)(=O)N2CCOCC2)cc1NC(=O)CSc1nnc(C2CC2)n1C1CC1
  31, -5, 0, -3, -5, 11, -2.8, -2, 5
#49 COc1ccc(CCNC(=O)C2CCN(S(=O)(=O)c3ccc(Cl)cc3)CC2)cc1OC
  8, 18, -5, 2, 20, -2, 1.2, 0, 20
#50 COc1ccc(OC)c(-c2csc(N(Cc3ccco3)C(=O)c3cccs3)n2)c1
  13, 15, 16, -4, -1, 4, 1.0, 2, -2
#51 Cc1c(C)c2ccc(O[C@@H]3O[C@H](CO)[C@H](O)[C@H](O)[C@H]3O)c(C)c2oc1=O
  10, 7, 1, -3, 11, 1, 1.2, 6, -7
#52 O=C(CN1CCOCC1)N/N=C/c1ccccc1
  10, -3, -4, -2, 17, 7, 2.7, -2, -8
#53 CCOC(=O)C1CCN(c2c(NCc3ccc(C(=O)NC4CCCC4)cc3)c(=O)c2=O)CC1
  9, 16, -3, -2, 8, 12, 0.1, 1, -3
#54 Cc1cc(C)n(CC(O)COc2ccc(C(C)(C)C)cc2)n1 (stereo not drawn)
  0, 25, -4, 0, 23, -3, 0.0, 0, 11
#55 CC(C)CC(NC(=O)C(COCc1ccccc1)NC(=O)OC(C)(C)C)C(=O)NN (stereo not drawn)
  13, 9, 0, -3, -2, 0, -0.3, -3, 1
#56 COc1ccc(OCC(=O)NNC(=O)c2cc3ccccc3o2)cc1
  -10, -10, -1, 0, 14, 7, 1.0, -2, -18

High-throughput results: PubChem BioAssay, Sanford-Burnham Center for Chemical Genomics
